From PubChem
Dyrk1A ADPGlo: inhibitors of rat Dyrk1A kinase. Q63470. ADP-Glo luminescence, NFATc1 peptide. inhibition, % at 12.5 µM. actives 0.43% (n = 310,000); in the data active = inhibition above about 50%;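 also: plate controls were vehicle with enzyme for no effect and no enzyme for full effect; many of its hits are not listed in these tables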
TRPC4 act: TRPC4 (mouse) channel activation; AID 2237; B-score at 10 µM; actives 0.49% (n = 310,000); Q9QUQ5; HEK293 TRPC4beta/mu-opioid, Fluo4 calcium fluorescence; stronger effect = higher value;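 active = B-score above 5 SD of library B-scores, and initial fluorescence ratio not above library mean plus 5 SD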;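 also: positive B-score marks a calcium rise read as TRPC4 activation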
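Technique: kinetic Fluo4 calcium fluorescence; Test system: TRPC4beta and mu-opioid receptor HEK293 stable cells; Measure: B-scored integrated calcium fluorescence ratio; Benchmarks: low control buffer alone, high control maximal DAMGO; Schedule: 45 min room-temperature Fluo4 loading, 110 s read.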
TRPC4 PAM: TRPC4 (mouse) allosteric potentiation. B-score at 10 µM. actives 0.42% (n = 310,000). HEK293 TRPC4beta/mu-opioid, DAMGO EC20, Fluo-4 Ca2+ flux; stronger effect = higher value;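 active = B-score of calcium response area above 5 SD of library B-scores, with initial fluorescence ratio within 5 SD of library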;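 also: B-score of integrated fluorescence ratio over time as area under calcium response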
KCNK3 inh: human KCNK3 channel inhibition, primary screen | B-score at 10 µM | O14649 | CHO-KCNK3 thallium flux, FluxOR fluorescence; stronger effect = lower value | actives 0.84% (n = 340,000);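 active = B-score under library mean minus 4 SD, starting fluorescence ratio at most library mean plus 5 SD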;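 also: more negative B-score means stronger inhibition of thallium flux through KCNK3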
Platelet DG rel: platelet dense granule release activity; human platelet-rich plasma, SFLLRN dense granule ATP release, luminescence; inhibition, %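 (compounds screened at 7.5 µM in platelet-rich plasma)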; actives 0.22% (n = 300,000); AID 1663;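 active = mean replicate score, as percent of positive control, at or above 50; inconclusive = mean below 50 but at least one replicate at or above 50; inactive = mean and every replicate below 50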
KCNK9 block: blocks the human KCNK9 two-pore domain potassium channel. Q9NPC2. HEK293 KCNK9, FluxOR thallium flux fluorescence; stronger effect = lower value. B-score at 10 µM. actives 1.2% (n = 310,000);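 active = ratio B-score over 3 SD below the library mean, with starting fluorescence within 5 SD of its mean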;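 also: negative B-score means less thallium flux so channel inhibition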
KCNQ1 act: human KCNQ1 channel potentiation or activation; P51787; CHO-K1 KCNQ1, thallium flux FluxOR fluorescence; stronger effect = higher value; B-score at 10 µM; actives 0.35% (n = 310,000); AID 2648;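 active = fluorescence ratio B-score, a plate-corrected score, at least three library SD, with initial intensity B-score within 5 SD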
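Schedule – 37 °C overnight plating, 90-min dark dye load, 20-min compound pretreatment · System – stable KCNQ1 CHO-K1 line · Probe or stimulus – thallium- and potassium-containing depolarizing buffer · Measured by – kinetic FluxOR fluorescence, 10 s baseline plus 110 s post-stimulus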
PolyA inhibitor: blocks polyadenylation in yeast reporter cells. S. cerevisiae SKY197-pL101 polyadenylation reporter, beta-gal luminescence; efflux-impaired pdr1/pdr3 knockout yeast; score 100 = 6 SD above DMSO. calls only at 12 µM. actives 0.02% (n = 300,000). AID 1875;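 active = lowest replicate activity score at least 50, where 100 means six control SD above control mean; inconclusive = lowest score under 50 but half or more replicates reach 50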;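 also: yeast exposed to compound for 9 h at 30 °C; higher score means more reporter readthrough which indicates perturbed polyadenylation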
KCNQ1 block: inhibitors of human KCNQ1 potassium channel; CHO-K1 KCNQ1, FluxOR thallium flux fluorescence; stronger effect = higher value; P51787; B-score at 10 µM; actives 1.3% (n = 310,000);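 active = compounds whose thallium flux B-score, printed positive for inhibition, exceeds three library SD while starting fluorescence stays within three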;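 also: channel opened by potassium depolarization with thallium stimulus after 20 min compound exposure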
TRPC4 inh: TRPC4 (mouse) channel inhibition; Q9QUQ5; HEK293 TRPC4beta/mu-opioid, DAMGO-evoked Fluo4 calcium flux; stronger effect = lower value; actives 0.39% (n = 300,000); AID 2247; B-score at 10 µM;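 active = B-score over 3 SD under the library average, no early fluorescence shift, positive overall ratio signal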
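Assay system – HEK293 line stably carrying TRPC4beta and mu-opioid receptor · Doses – single dose · Detection – Fluo4 calcium-dye fluorescence, kinetic read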
hERG rescue: shields human hERG channel from block by proarrhythmic agents | actives 0.51% (n = 310,000) | activation (rescue from dofetilide block), less the hit threshold, % at 10 µM | AID 1511 | CHO-hERG, FluxOR thallium flux, dofetilide IC70 present | Q12809;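 active = activation above the mean of controls blocked by dofetilide plus 5 SD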;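 also: thallium influx through hERG after potassium depolarization seen as dye fluorescence rise; in these data hits start at about 4.7%; inactives centre near -7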
Target sequence (Q12809 whole entry, looked up): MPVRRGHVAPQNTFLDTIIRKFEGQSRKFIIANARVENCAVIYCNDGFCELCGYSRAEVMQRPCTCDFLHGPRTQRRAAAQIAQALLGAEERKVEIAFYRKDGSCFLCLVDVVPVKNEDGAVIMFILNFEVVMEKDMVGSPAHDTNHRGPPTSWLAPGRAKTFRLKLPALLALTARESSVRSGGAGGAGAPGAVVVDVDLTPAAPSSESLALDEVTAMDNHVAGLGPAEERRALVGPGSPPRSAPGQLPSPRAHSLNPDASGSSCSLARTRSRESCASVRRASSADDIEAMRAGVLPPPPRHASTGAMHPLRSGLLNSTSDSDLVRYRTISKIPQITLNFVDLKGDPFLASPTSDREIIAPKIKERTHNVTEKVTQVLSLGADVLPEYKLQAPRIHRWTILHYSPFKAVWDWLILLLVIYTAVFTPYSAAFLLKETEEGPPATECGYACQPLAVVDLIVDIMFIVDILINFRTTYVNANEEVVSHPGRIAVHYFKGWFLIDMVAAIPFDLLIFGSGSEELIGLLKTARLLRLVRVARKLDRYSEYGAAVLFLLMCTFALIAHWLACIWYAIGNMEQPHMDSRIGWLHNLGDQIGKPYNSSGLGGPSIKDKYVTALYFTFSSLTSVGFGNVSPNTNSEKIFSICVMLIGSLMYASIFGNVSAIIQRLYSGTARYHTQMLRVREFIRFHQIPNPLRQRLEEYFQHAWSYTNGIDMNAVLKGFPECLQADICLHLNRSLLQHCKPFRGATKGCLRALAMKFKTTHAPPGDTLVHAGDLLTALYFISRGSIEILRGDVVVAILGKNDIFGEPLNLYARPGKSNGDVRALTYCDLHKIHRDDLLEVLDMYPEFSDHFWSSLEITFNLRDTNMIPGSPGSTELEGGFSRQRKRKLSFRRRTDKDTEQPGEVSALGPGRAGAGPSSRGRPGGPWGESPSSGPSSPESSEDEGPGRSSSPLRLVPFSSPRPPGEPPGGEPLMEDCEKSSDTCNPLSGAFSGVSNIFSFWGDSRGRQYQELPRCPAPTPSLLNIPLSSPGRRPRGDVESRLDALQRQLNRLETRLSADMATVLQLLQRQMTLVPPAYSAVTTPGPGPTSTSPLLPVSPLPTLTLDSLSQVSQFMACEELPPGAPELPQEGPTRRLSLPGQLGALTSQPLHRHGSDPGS
Starred values were filed as active, the others as inactive; i = inactive; ? = inconclusive; / = not tested or not shown. Some of the compounds tested; the hit share may differ from the screen's.

SMILES	Dyrk1A ADPGlo	TRPC4 act	TRPC4 PAM	KCNK3 inh	Platelet DG rel	KCNK9 block	KCNQ1 act	PolyA inhibitor	KCNQ1 block	TRPC4 inh	hERG rescue
CCOC(=O)c1oc2ccc(/C=N/O)c(Cl)c2c1C	9	i	i	i	-6	i	i	i	i	i	-7
N/C(Cc1cccc2ccccc12)=N\O	-1	i	i	i	-7	i	i	i	i	i	-11
CCOC(=O)c1sc(C)c2c(=O)n(CC)nnc12	1	i	i	i	6	i	i	i	i	i	-12
CC(C)Cc1nnc(NC(=O)c2cc3c(s2)CCC3)s1	-7	i	i	i	2	i	i	i	i	i	-11
CCn1c(SCC(=O)Nc2ccc3c(c2)OCCO3)nnc1C(C)C	3	i	i	i	0	i	i	i	i	i	-11
COCc1nnc(NC(=O)CSc2ccc(C)cc2)s1	7	i	i	i	2	i	i	i	i	i	-16
COc1ccc(OC)c(CN2CCN(C(=O)c3ccco3)CC2)c1	12	i	i	i	4	i	i	i	i	i	-1
O=S(=O)(Nc1c(S(=O)(=O)c2ccccc2)c2nc3ccccc3nc2n1C1CCCCC1)c1ccccc1	75*	i	i	i	2	i	i	i	i	i	-17
O=C(NC1CCCCNC1=O)c1ccco1 (centres undefined)	0	i	i	i	1	i	i	i	i	i	-3
CCCCN(C(=O)C1CC(=O)N(c2ccc(OC)cc2OC)C1)c1c(N)n(CC(C)C)c(=O)[nH]c1=O (centres undefined)	-3	i	i	i	?	i	i	i	i	i	-10
Cc1ccc(NC(=O)c2c([N+](=O)[O-])cnn2C)cc1C	0	i	i	i	-3	i	i	i	i	i	-3
COC(=O)c1ccc(CNCC(O)COc2ccc(-c3ccccc3)cc2)cc1 (centres undefined)	-7	i	i	i	9	i	i	i	i	i	-6
NC(=O)c1ccc(NC(=O)Nc2ccc3c(c2)OCO3)cc1	4	i	i	i	18	i	i	i	i	i	-6
Cn1c(CNC(=O)c2ccc(F)cc2)nc2ccccc21	1	i	i	i	-10	i	i	i	i	i	-1
CCOc1ccc(N2C(=O)Nc3ccccc3C2(O)C(=O)NCc2ccc(C)cc2)cc1 (centres undefined)	-5	i	i	i	-17	i	i	i	i	i	-10
Cc1ccsc1C(=O)NCC(=O)OCc1ccccc1	-3	i	i	i	33	i	i	i	i	i	-12
CCOc1cc(/C=N/NC(=O)Cn2nc([N+](=O)[O-])cc2C)cc(Br)c1OCc1ccccc1C	4	i	i	i	1	i	i	i	i	i	-13
CCOC(=O)c1sc(NC(C)=O)nc1C	5	i	i	i	-33	i	i	i	i	i	1
CCOC(=O)Cc1csc(NC(=S)NC(=O)c2cccc([N+](=O)[O-])c2)n1	1	i	i	i	-8	i	i	i	i	i	-6
N#Cc1c2n(c(=S)n(-c3ccccc3[N+](=O)[O-])c1=O)CCCCC2	1	i	i	i	2	i	i	i	i	i	-12
COc1ccc(CNC(=O)Cn2nnc(-c3ccc(NC(=O)C4CCCCC4)cc3)n2)cc1	-14	i	i	i	-7	i	i	i	i	i	-4
O=[N+]([O-])c1cc(Br)c2nsnc2c1N1CCOCC1	23	i	i	i	-3	i	i	i	i	i	-2
CCCCCn1c(N(C)Cc2ccccc2)nc2c1c(=O)[nH]c(=O)n2C	-1	i	i	i	3	i	i	i	i	i	-11
Cc1ccc(-c2nc(NC(=O)c3nn(C)cc3[N+](=O)[O-])sc2C)cc1C	-3	i	i	i	-6	i	i	i	i	i	-13
CCCCNc1nc2ccccc2n1CC(=O)N1CCc2ccccc2C1	2	i	i	i	1	i	i	i	i	i	-14
O=C1c2ccccc2NC(c2ccccn2)N1c1ccc(Cl)cc1 (centres undefined)	-6	i	i	i	-1	i	i	i	i	i	-10
Cc1cc(NC(=O)Cn2nnc(-c3ccccc3NC(=O)c3ccccc3F)n2)no1	-4	i	i	i	-14	i	i	i	i	i	-3
Cc1ccc(/C=N/NC(=O)C(NC(=O)c2ccccc2)c2n[nH]c(=O)c3ccccc23)cc1 (centres undefined)	-5	i	i	i	3	i	i	i	i	i	-8
O=C(O)CCc1ccc(-c2ccc(Br)cc2)n1-c1cccc(O)c1	4	i	i	i	-6	i	i	i	i	i	-9
Cc1cc(Oc2ccccc2)nc(OCC#N)n1	-14	i	i	i	4	i	i	i	i	i	-4
N#Cc1c(N)nc(N)nc1Nc1ccc(Br)cc1	14	i	i	i	0	i	i	i	i	i	-10
CCOC(=O)Nc1sc(NS(=O)(=O)c2ccccc2)nc1C	0	i	i	i	-1	i	i	i	i	i	-2
COc1ccc(C(c2c(O)nc(SC)n(C)c2=O)c2c(O)nc(SC)n(C)c2=O)cc1O	-2	i	i	i	15	i	i	i	i	i	-6
O=C(NCc1ccco1)c1ccc2c(=O)n(CCC3=CCCCC3)c(=O)[nH]c2c1	-9	i	i	i	2	i	i	i	i	i	-4
CCOC(=O)Nc1ccc2c(c1)N(C(=O)N1CCN(C)CC1)c1ccccc1CC2	-1	i	i	i	-1	i	i	i	i	i	-17
O=C(NC1CCN(C(=O)Nc2ccc(F)cc2)CC1)c1ccccc1F	0	i	i	i	18	i	i	i	i	i	-2
CC(=O)Nc1cccc(/C(C)=N/Nc2nc3ccccc3s2)c1	/	i	i	i	4	i	i	i	i	i	-1
Cc1ccc(N=C2NC(=O)/C(=C/c3cccn3C)S2)cc1C	/	i	i	i	14	i	i	i	i	i	-4
COc1cccc2sc(NNC(=O)c3nc4ccccc4s3)nc12	7	i	i	i	7	i	28*	i	i	i	-10
CSc1nc(-c2ccc(F)cc2)cc(=O)[nH]1	3	i	i	i	-5	i	i	i	i	i	-2
CC(C)(C)NC(=O)CN(C(=O)CS(=O)CC(=O)Nc1ccc(F)cc1)c1ccc(Cl)cc1 (centres undefined)	/	i	i	i	-4	i	i	i	i	i	-8
CCCCn1c(N)c(N(CC(C)C)C(=O)c2c(CC)noc2C)c(=O)[nH]c1=O	1	i	i	i	5	i	i	i	i	i	-14
CS(=O)(=O)Nc1ccc(C(=O)N2CCN(c3ccccc3F)CC2)cc1	5	i	i	i	-2	i	i	i	i	i	-11
CCCCNC(=S)NNC(=O)c1c(C)nc2ccccn12	1	i	i	i	-3	i	i	i	i	i	-1
NS(=O)(=O)c1ccc(CCNCc2cc(Br)ccc2OCc2ccccc2F)cc1	1	i	i	i	0	i	i	i	i	i	-17
CC(=O)CSc1ncnc2c1cnn2-c1ccccc1	-2	i	i	i	2	i	i	i	i	i	-12
Oc1ccccc1Oc1ncc(Br)c(Cl)n1	4	i	i	i	-1	i	i	i	i	i	-7
Cc1sc(NC(=O)C2CC(Cl)=CCC2C(=O)O)c(C#N)c1C (centres undefined)	-5	i	i	i	0	i	i	i	i	i	-4
Cc1ccc(S(=O)(=O)N2CCN(C(=O)COC(=O)CCOc3ccc(C(C)(C)C)cc3)CC2)cc1	-3	i	i	i	9	i	i	i	6*	i	-21
CC1CN(c2ccc([N+](=O)[O-])cc2C#N)CC(C)O1 (centres undefined)	-4	i	i	i	0	i	i	i	i	i	-5
COCCn1c(C23CC4CC(CC(C4)C2)C3)n[nH]c1=S	2	i	i	i	3	i	i	i	i	i	-1
COc1ccc(CNC(=O)CCN2C(=O)[C@@H]3Cc4ccccc4CN3C2=O)cc1	-2	i	i	i	-9	i	i	i	i	i	-12
CCOc1ccc(Cc2nnc(SCC(=O)Nc3ccccc3)n(N)c2=O)cc1	1	i	i	i	-4	i	i	i	i	i	-11
O=C(Nc1ccc(Br)cc1F)c1ccc2nsnc2c1	-4	i	i	i	7	i	i	i	i	i	-15
COC(c1ccccc1)c1nnc(CCC(=O)N2CCN(CCOc3ccccc3)CC2)o1 (centres undefined)	-1	i	i	i	-5	i	i	i	i	i	-11
O=C1NCCCCC1NS(=O)(=O)c1ccc(Cl)cc1 (centres undefined)	-2	i	i	i	3	i	i	i	i	i	-6
Cc1oc(/N=C/c2ccccc2)c(C#N)c1C	-2	i	i	i	-6	i	i	i	i	i	-5
CCOC(=O)c1ccc(N2C(=O)CC(Sc3nc(C)cc(C)n3)C2=O)cc1 (centres undefined)	-4	i	i	i	0	i	i	i	i	i	-4
COc1ccc(Nc2nnc(Cc3ccncc3)c3ccccc23)c(OC)c1	0	i	i	i	1	i	i	i	i	i	-7
O=C(NNc1ccccn1)C(=O)NNS(=O)(=O)c1ccc(F)cc1	-3	i	i	i	5	i	i	/	i	i	-9

A draw from above in order of length of the SMILES, descending.
SMILES	Dyrk1A ADPGlo	TRPC4 act	TRPC4 PAM	KCNK3 inh	Platelet DG rel	KCNK9 block	KCNQ1 act	PolyA inhibitor	KCNQ1 block	TRPC4 inh	hERG rescue
COc1ccc(Nc2nnc(Cc3ccncc3)c3ccccc23)c(OC)c1	0	i	i	i	1	i	i	i	i	i	-7
COCCn1c(C23CC4CC(CC(C4)C2)C3)n[nH]c1=S	2	i	i	i	3	i	i	i	i	i	-1
Cc1oc(/N=C/c2ccccc2)c(C#N)c1C	-2	i	i	i	-6	i	i	i	i	i	-5

In the list so far, these contain a COOH group.
SMILES	Dyrk1A ADPGlo	TRPC4 act	TRPC4 PAM	KCNK3 inh	Platelet DG rel	KCNK9 block	KCNQ1 act	PolyA inhibitor	KCNQ1 block	TRPC4 inh	hERG rescue
O=C(O)CCc1ccc(-c2ccc(Br)cc2)n1-c1cccc(O)c1	4	i	i	i	-6	i	i	i	i	i	-9
Cc1sc(NC(=O)C2CC(Cl)=CCC2C(=O)O)c(C#N)c1C (centres undefined)	-5	i	i	i	0	i	i	i	i	i	-4

Next section:
SMILES	Dyrk1A ADPGlo	TRPC4 act	TRPC4 PAM	KCNK3 inh	Platelet DG rel	KCNK9 block	KCNQ1 act	PolyA inhibitor	KCNQ1 block	TRPC4 inh	hERG rescue
Cc1noc(C)c1S(=O)(=O)NCCCN1CCN(Cc2ccccc2)CC1	/	i	i	/	5	i	i	i	i	i	-11
CCCCNC(=O)CNC(=S)N(Cc1ccccc1F)C1CCCCC1	-8	i	i	i	11	i	i	i	i	i	-9
O=c1[nH]c(SCc2ccccc2F)nc2ccccc12	-4	i	i	i	-2	i	i	i	i	i	-6
CCN(CC(=O)Nc1ccc2c(c1)OCCO2)C(=O)c1ccc(C(F)(F)F)cc1	0	i	i	i	-2	i	i	i	i	i	-19
